USP1-UAF1 inh: blocks the human USP1/UAF1 deubiquitinase complex. recombinant USP1/UAF1, Ub-Rhodamine cleavage fluorescence. Potency, µM (doses to about 57.1 µM), inactives show top-dose activity change, negative = inhibition, actives largely listed as inhibitors. 390,000 compounds, 0.23% hits. AID 743255; note: % is set by controls: 0 for no effect and ±100 for the full control effect; nearly all actives have a fitted effect of over 60% in size; inactives centre near -12
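1 nM enzyme complex + cpd, 15 min RT; start with Ub-Rho 150nM final; kinetic fluorescence ex 480/em 540, 6 reads q60 s. Buffer 50mM HEPES pH 7.8, 0.5mM EDTA, 0.1 mg/ml BSA, 1mM TCEP, 0.01% Tween-20.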
RGS4 inh: blocks human RGS4-accelerated GTP hydrolysis; 390,000 compounds, 0.039% hits; Transcreener GDP fluorescence polarization, RGS4-accelerated GTP hydrolysis; Potency, µM (series often up to 114 µM), without a hit: top-dose activity change, negative = inhibition, hits mostly inhibitors; note: % is set by controls: 0 for no effect and ±100 for the full control effect; nearly all actives have a fitted effect of over 75% in size; some results filed as inactive show a strong effect at the top dose
Target sequence (P49798 whole entry, looked up): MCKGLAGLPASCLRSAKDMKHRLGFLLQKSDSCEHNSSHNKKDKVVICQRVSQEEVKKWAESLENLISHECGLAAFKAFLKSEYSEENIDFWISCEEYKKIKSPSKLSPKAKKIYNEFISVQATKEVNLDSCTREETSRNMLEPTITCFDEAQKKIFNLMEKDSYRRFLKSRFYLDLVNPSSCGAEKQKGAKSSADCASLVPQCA
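MLSMR compounds (23 nl, pin-transferred) preincubated 10 min at room temperature with a 500nM (2x) first reagent, then RGS4 at 900nM (2x) plus Transcreener GDP mix added; fluorescence polarization (620/688 nm) read before and after 90 min at 30 °C.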
12-LOX inh: inhibitors of human 12S-lipoxygenase ALOX12; purified 12hLO, xylenol orange hydroperoxide absorbance; Potency, µM (titrated, usually from 108 µM), without a hit: top-dose activity change, negative = inhibition, hits mostly inhibitors; AID 1671190; P18054; 580,000 compounds, 1.1% hits; note: % is set by controls: 0 for no effect and ±100 for the full control effect
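Purified human 12hLO (150 nM final) in 25 mM Hepes, 0.01% Triton X-100, pH 7.0 was preincubated 15 min at room temperature with compound. Then 40 uM arachidonic acid was added, 30 min. Hydroperoxide was read by Fe-XO absorbance ratio 573/405 nm.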
IDH1 R132H inh: blocks human mutant IDH1 R132H enzyme; O75874; IDH1-R132H enzyme, NADPH consumption, diaphorase/resazurin fluorescence; Potency, µM (titrated, usually from 76.6 µM), for inactives: at the top dose activity change, negative = inhibition, usual class: inhibitors; 390,000 compounds, 0.093% hits; note: % is set by controls: 0 for no effect and ±100 for the full control effect; nearly all actives have a fitted effect of over 65% in size
Target sequence (O75874 whole entry R132H, stated change not applied): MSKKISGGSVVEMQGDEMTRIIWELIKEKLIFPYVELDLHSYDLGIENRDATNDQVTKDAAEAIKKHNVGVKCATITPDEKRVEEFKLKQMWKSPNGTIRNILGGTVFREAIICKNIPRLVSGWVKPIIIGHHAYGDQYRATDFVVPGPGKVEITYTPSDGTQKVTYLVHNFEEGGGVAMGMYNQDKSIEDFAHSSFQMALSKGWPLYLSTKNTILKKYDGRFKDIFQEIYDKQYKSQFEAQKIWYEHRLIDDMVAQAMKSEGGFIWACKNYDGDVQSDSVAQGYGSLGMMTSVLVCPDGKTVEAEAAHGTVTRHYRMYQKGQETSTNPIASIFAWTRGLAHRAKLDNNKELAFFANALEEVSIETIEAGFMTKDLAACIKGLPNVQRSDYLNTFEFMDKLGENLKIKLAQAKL
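IDH1-R132H (0.5 ug/mL) preincubated 30 min with compound, then NADPH (0.016 mM) and alpha-KG (2 mM) added; 80 min at RT, pH 7.5. Remaining NADPH coupled via diaphorase/resazurin to fluorescence (540/590 nm); concentration-response curves normalized to no-enzyme control.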
Vif-A3G inh: blocks the Vif interaction with human APOBEC3G; HeLa A3G-eYFP + Vif (tagged APOBEC3G with the HIV-1 protein that degrades it), YFP fluorescence, overnight; 410,000 compounds, 0.076% hits; Potency, µM (series often up to 46.1 µM), for the others: at the highest dose activity, negative = active, usual class: inhibitors; AID 602310;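 note: % is set by controls: 0 for no effect and ±100 for the full control effect; nearly all actives have a fitted effect of over 60% in size; hits raise eYFP signal because A3G escapes Vif-driven loss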
Target sequence (Q9HC16 whole entry, looked up): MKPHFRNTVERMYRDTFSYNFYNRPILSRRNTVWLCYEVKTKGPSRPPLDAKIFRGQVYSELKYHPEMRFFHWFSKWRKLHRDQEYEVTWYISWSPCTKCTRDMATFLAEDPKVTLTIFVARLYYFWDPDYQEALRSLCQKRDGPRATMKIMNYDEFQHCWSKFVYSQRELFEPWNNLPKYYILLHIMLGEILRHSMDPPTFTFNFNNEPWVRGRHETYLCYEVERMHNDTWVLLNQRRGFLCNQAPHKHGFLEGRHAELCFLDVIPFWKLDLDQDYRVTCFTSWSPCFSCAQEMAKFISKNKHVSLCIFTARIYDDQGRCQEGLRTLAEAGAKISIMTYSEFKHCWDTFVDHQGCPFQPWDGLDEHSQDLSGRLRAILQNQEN
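HeLa cells stably expressing Vif and C-terminally eYFP-tagged A3G, seeded overnight at 37 deg C, then exposed to compound by pintool overnight at 37 deg C. Rise in yellow fluorescence (Ex 488/Em 500-530, Acumen) marks blocked Vif-driven A3G degradation.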
rTrxR1 inhibitor: inhibitors of rat thioredoxin reductase 1 | recombinant rTrxR1, NADPH fluorescence consumption, selenite substrate | Potency, µM (top dose mostly 114 µM), for the others: top-dose activity change, negative = inhibition, actives largely listed as inhibitors | AID 588453 | O89049 | 390,000 compounds, 1% hits; note: % is set by controls: 0 for no effect and ±100 for the full control effect; nearly all actives have a fitted effect of over 65% in size
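Rat TrxR1 (90 nM in the dispensed reagent) was pre-reduced with 400 uM NADPH for 5 min at room temperature, then incubated with compound for 15 min. After 400 uM selenite was added, NADPH fluorescence (Ex 340/Em 450 nm) was followed for 8 min.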
RXFP1 ag: RXFP1 (human) receptor agonism; HEK293T-RXFP1 cAMP TR-FRET, 30 min; response scale: percent of porcine relaxin response, buffer zero; AID 2676; 370,000 compounds, 0.3% hits; Potency, µM (top dose mostly 57.5 µM), without a hit: at the top dose activation, most hits filed as activators; note: % is set by controls: 0 for no effect and ±100 for the full control effect; nearly all actives have a fitted effect of over 60% in size; many of its hits are not listed in these tables
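HEK293 cells stably expressing RXFP1, treated 30 min at 37C with compounds plus PDE4 inhibitor Ro 20174; cAMP measured by HTRF TR-FRET. Normalized to buffer and 29 nM porcine relaxin; EC50 by Hill fit.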
Vif-A3F inh: blocks the Vif interaction with APOBEC3F | HeLa A3F-eYFP + Vif (tagged APOBEC3F with the HIV-1 protein that degrades it), YFP fluorescence increase | Potency, µM (highest dose often 46.1 µM), without a hit: top-dose activity, negative = active | 390,000 compounds, 0.2% hits; note: % of control where 0% means no effect; nearly all actives have a fitted effect of over 65% in size
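HeLa cells stably expressing Vif plus C-terminally eYFP-tagged A3F were seeded, incubated overnight at 37 deg C, dosed with compound, incubated overnight again at 37 deg C. Yellow fluorescence (Ex 488/Em 500-530) reported blocked Vif-mediated A3F-eYFP degradation.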
TrxR1 substrate: is turned over as a substrate by rat TrxR1. O89049. purified TrxR1 substrate turnover, NADPH consumption readout. Potency, µM (doses to about 114 µM), for inactives: at the top dose activity change, negative = substrate turnover. 390,000 compounds, 0.01% hits. AID 588456; note: % is set by controls: 0 for no effect and ±100 for the full control effect; nearly all actives have a fitted effect of over 50% in size
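Rat TrxR1, dispensed at 90 nM, was prereduced with 400 uM NADPH (final) for 5 min at ~22 deg C, then incubated with compound 15 min before 400 uM selenite. A first-read NADPH fluorescence drop versus no-compound background flagged substrates.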
* hit, by the source's call; u = inconclusive; x = no result given; & = joins results of further samples; [ ] = remark or other dose. Calls come from the whole dose curve; as a rule, active = well fitted curve in the direction sought with a large enough effect; inconclusive = small, poorly fitted or top-dose-only effect, or another doubt; inactive = no such curve, though single readings can be large; an effect the other way counts as inactive or inconclusive. Potency is the fitted concentration of half-maximal effect. Only part of the results is shown, so the mix of outcomes need not match the whole.

| smiles | USP1-UAF1 inh | RGS4 inh | 12-LOX inh | IDH1 R132H inh | Vif-A3G inh | rTrxR1 inhibitor | RXFP1 ag | Vif-A3F inh | TrxR1 substrate |
| --- | --- | --- | --- | --- | --- | --- | --- | --- | --- |
| O=C(COC(=O)c1c(Cl)cccc1Cl)NC1CCCCCCC1 | -20.4% | -1.6% | 0.1% | -10.8% | 3.6% | 17.8% | x | 0.6% | -3.2% |
| COc1cc2c(cc1OC)C(COc1ccc(F)cc1)N(C(=O)c1cccc(F)c1)CC2 (stereo not given) | -25.7% | 6.5% | 2.4% | 1.6% | 0.1% | 13.4%[57.1 µM] | 2.5% | -0.9% | -0.9%[57.1 µM] |
| O=C(O)c1cccc(Nc2cc(Cl)c3nonc3c2[N+](=O)[O-])c1 | -26.0% | -68.8%[56.9 µM] | u | 8.3% | -1.7% | 1.41µM* | 10.2% | -3.7% | -16.7% |
| CCn1c(N2CCC(C)CC2)nc2c1c(=O)n(C)c(=O)n2C | -2.9% | -2.8% | 78.5%[activator] | 5.4% | -1.5% | 1.5%[57.1 µM] | 6.5% | 0.5% | 2.4%[57.1 µM] |
| Cc1ccc2c(CC(=O)NCC3COc4ccccc4O3)coc2c1 (stereo not given) | -15.5% | -3.7% | 8.7% | 4.4% | -8.5% | 5.1%[57.1 µM] | -0.8% | 5.7% | -5.8% |
| CCOC(=O)C1=C(C)Nc2nc(SCC)[nH]c(=O)c2C1c1ccncc1 (stereo not given) | -4.5% | 24.2% | -7.4%&4.9% | -1.4% | -6.2% | 4.2% | -3.7% | -28.8% | -1.4% |
| C=CC[C@@H]1Cc2c(Br)ccc(Br)c2[C@@H](CC=C)N1 | u | 15.3% | u | 4.0% | -8.8% | -13.6% | -0.2% | -19.8% | -2.7% |
| Oc1ccc(O)c(Cc2nc3ccccc3s2)c1 | -10.2% | 15.0% | u | -12.0% | u | 4.6% | -2.9% | u | 0.6% |
| C/C(=N\Nc1nc(C)c(C)s1)c1ccc([N+](=O)[O-])cc1 | -2.1% | -20.5% | u | -1.0% | -14.8% | -54.2% | 1.8% | u | 2.9%[57.1 µM] |
| Cc1nn(Cc2ccccc2Cl)c(C)c1C(=O)Nc1nnc(C2CC2)s1 | -13.6% | 12.5% | 6.4% | 9.3% | -17.5% | 6.0% | -0.4% | -4.3% | -1.2% |
| CC(=O)c1cc(-c2ccc(F)cc2)n(CCC(=O)Nc2cccc(C)n2)c1C | -23.3% | 3.8% | 3.6% | 9.4% | -20.8% | 23.6% | -0.2% | -4.1% | 6.1% |
| CCCc1cc(-c2[nH]ncc2-c2ccc(C(=O)OCC)o2)c(O)cc1O | -20.2% | 4.3% | u | 0.8% | 0.3% | 2.0% | 3.6% | -0.7% | 5.3% |

(continued)
| smiles | USP1-UAF1 inh | RGS4 inh | 12-LOX inh | IDH1 R132H inh | Vif-A3G inh | rTrxR1 inhibitor | RXFP1 ag | Vif-A3F inh | TrxR1 substrate |
| --- | --- | --- | --- | --- | --- | --- | --- | --- | --- |
| CCN(CC)C(=O)C1(P(=O)(c2ccccc2)c2ccccc2)CCC1 | -19.8% | -6.7% | 0.0% | 3.6% | -5.5% | 8.8% | 3.6% | -2.7% | 13.5% |
| CCCCN1CC(=O)N2[C@H]3c4cc(Cl)ccc4OC[C@@H]3[C@H](c3ccccc3)[C@]2(C)C1=O | -30.8% | -10.1% | u | 12.6% | -2.9% | 7.3%[57.1 µM] | 3.3% | -0.3% | -12.5%[57.1 µM] |
| Cn1c(N2CCN(C(=O)NCc3ccccc3)CC2)nc2ccccc21 | -7.1% | 21.7% | -20.7% | 14.6% | 0.2% | 1.3% | 0.8% | x | -1.8% |
| COc1ccc(NC(=O)CSc2cn(CCNC(=O)c3ccc(OC)cc3)c3ccccc23)cc1 | -14.8% | -5.6% | -1.1% | 0.8% | -3.1% | 11.7%[11.4 µM] | 1.8% | -4.3% | 0.4% |
| COc1ccc(CCNC(=O)c2nnc(Cc3c(F)cccc3Cl)o2)cc1OC | -18.4% | -5.3% | 0.0% | 3.5% | 0.3% | -10.9% | 1.0% | -0.3% | -3.3% |
| OCCOCCn1c(C(CO)Nc2nc(-c3cccc(Br)c3)cs2)nc2ccccc21 (stereo not given) | -10.9% | -50.9% | 0.8% | 4.9% | u | 8.8% | x | 7.9% | 3.8%[57.1 µM] |
| Cc1noc(C)c1S(=O)(=O)N(CC(=O)NC1CCC(C)CC1)c1ccc(C(C)C)cc1 (stereo not given) | -12.3% | -0.8% | 7.0% | 0.0% | -4.5% | -5.8% | -0.5% | -14.0% | 0.8% |
| O=C(c1ccc(Cl)cc1)C1CCN(C(=O)c2ccccc2)CC1 | -11.0% | 5.0% | 1.1% | -2.8% | 1.1% | 11.4% | -3.9% | 0.6% | -2.2% |
| COc1ccccc1-n1c(SCC(=O)Nc2cccc3ccccc23)nc(O)cc1=O | -19.3% | -4.6% | 0.0% | 0.8% | -4.7% | 1.8% | 0.1% | 7.4% | 6.3% |
| Cc1cc(NC(=O)CCC(=O)N(CC(=O)NC2CCCC2)c2ccc3c(c2)OCCO3)no1 | -2.1% | -9.3% | -17.2% | 5.5% | -0.4% | -13.8% | 2.3% | -7.8% | -9.3% |
| COc1cccc(C2c3[nH]c4ccccc4c3C[C@H]3C(=O)N(CCCOC(C)C)CC(=O)N23)c1 (stereo not given in full) | -21.8% | -12.3% | 48.8%[activator] | -0.7% | -1.9% | 10.3% | -0.4% | 6.9% | -4.1% |
| CN(C)C(=O)COC(=O)[C@H](Cc1ccccc1)NC(=O)c1ccco1 | -13.7% | -47.7% | -8.1% | 4.4% | 1.9% | 15.9% | 0.3% | -13.8% | 10.4% |

(more compounds)
| smiles | USP1-UAF1 inh | RGS4 inh | 12-LOX inh | IDH1 R132H inh | Vif-A3G inh | rTrxR1 inhibitor | RXFP1 ag | Vif-A3F inh | TrxR1 substrate |
| --- | --- | --- | --- | --- | --- | --- | --- | --- | --- |
| Cc1nc2nc(CCc3ccccc3)nn2c(C)c1Cl | 1.5% | -8.2% | 0.7% | 0.3% | 0.9% | 11.4% | 3.2% | -19.0% | 8.2% |
| CC1CCN(c2c(NCC3CCC(C(=O)NCCc4ccccc4)CC3)c(=O)c2=O)CC1 (stereo not given) | -18.6% | -25.1% | -6.9% | 14.4% | -1.2% | 4.3% | 0.4% | -0.6% | 2.3% |
| O=C(/C=C/c1ccccc1[N+](=O)[O-])c1ccc(F)cc1 | -11.2% | -19.3% | -3.7% | 3.2% | -0.6% | -48.4% | 10.5% | -5.2% | 8.3%[57.1 µM] |
| Cc1ccc(NC(=O)C2CC3CCC2C3)c(Br)c1 (stereo not given) | -0.9% | 17.8% | 9.5% | -0.9% | -4.5% | 20.6% | -2.2% | -7.1% | -4.7% |
| COC(=O)N/N=C/c1ccccc1OCCOc1ccc(OC)cc1 | -14.2% | -1.5% | u | 13.5% | -29.7% | 12.8% | -1.3% | -1.3% | -6.7% |
| CN1C(=O)C(O)(CC(=O)/C=C/c2ccco2)c2ccccc21 (stereo not given) | 3.4% | -28.9% | 7.4% | -0.9% | 1.9% | -15.2%[57.1 µM] | 0.5% | 1.5% | -4.2%[57.1 µM] |
| COc1ccc(C2C(C#N)=C(N)OC3=C2C(=O)CC(C)(C)C3)c(OC)c1OC (stereo not given) | -3.0% | -7.0% | 0.0% | 0.3% | 2.4% | -17.9% | 3.2% | 1.5% | 19.4% |
| COc1cccc(C2CC(=O)Nc3c2c(=O)nc2c(C)cccn32)c1 (stereo not given) | -19.6% | -12.3% | -13.8% | -12.5% | -1.9% | 4.6% | 7.4% | -12.4% | 2.4% |
| Cc1ccc(NC(=O)c2cccc3c2C(=O)N(C2CCCCC2)C3)cc1 | -24.6% | -28.6% | 4.1% | 4.4% | -0.2% | -4.1% | 2.3% | 1.3% | -1.3% |
| COc1cc(/C=N/NC(=O)c2ccccn2)ccc1OC(=O)c1ccccc1Br | -26.7% | -23.2% | 1.1% | 9.3% | -7.9% | 20.1% | 0.1% | -4.0% | 2.3% |
| CCOc1ccccc1N1CC(c2nc3ccccc3n2CCCCOc2ccccc2)CC1=O (stereo not given) | -4.3% | -1.2% | -15.1% | 0.0% | 3.9% | 2.4% | 0.8% | 3.6% | -7.4% |
| O=C(CCSCc1ccccc1Cl)NCCc1ccccc1 | -17.0% | 17.6% | -20.2% | 16.6% | -5.9% | 15.3%[57.1 µM] | 0.4% | -3.4% | 1.3%[57.1 µM] |
| CCOc1ccc(C2C(C#N)=C(N)N(N(C)C)C3=C2C(=O)CC(C)(C)C3)cc1 (stereo not given) | 2.0% | 3.8% | 0.0% | 0.0% | -1.0% | -13.3%[57.1 µM] | 2.1% | -1.4% | -5.6%[57.1 µM] |
| COc1ccc(/C(N)=N/OC(=O)c2ccc(C)c([N+](=O)[O-])c2)cc1OC | -23.5% | 1.8% | 0.0% | 13.2% | -9.6% | 8.0% | 1.6% | 0.9% | -1.3% |
| COc1ccc(S(=O)(=O)NCC2CCCN(C(=O)c3cccs3)C2)cc1 (stereo not given) | -3.2% | -10.0% | 5.4% | 4.1% | -0.4% | 5.0%[57.1 µM] | -0.3% | -4.7% | 5.5%[57.1 µM] |

Screens deposited in PubChem BioAssay by National Center for Advancing Translational Sciences (NCATS).
